# Screens deposited in PubChem by several laboratories.
# aDG glyco act – increases alpha dystroglycan glycosylation; activation, % at 10 µM; 0.22% of 360,000 active; Pro5-aDG cells, alpha-DG glycosylation AlphaScreen (IIH6); 0% Pro5, 100% B10-LARGE cell signal; AID 624168;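 active means activation of at least 8% versus controls, or a plate z-score of at least 8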;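 further: Pro5 are CHO cells carrying HIG-tagged alpha-DG that lacks glycosylation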
# PDI inh – blocks human protein disulfide isomerase activity; P07237; PDI insulin aggregation turbidity, A650, 90 min; inhibition, % at 10 µM; 0.052% of 350,000 active;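 active means mean inhibition across replicates of 30% or more, whatever share of single replicates reach that level; inconclusive means mean inhibition below 30% while every single replicate reaches 30%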;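 further: absorbance from insulin aggregation driven by PDI reduction with DTT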
# Target sequence (P07237 whole entry, looked up): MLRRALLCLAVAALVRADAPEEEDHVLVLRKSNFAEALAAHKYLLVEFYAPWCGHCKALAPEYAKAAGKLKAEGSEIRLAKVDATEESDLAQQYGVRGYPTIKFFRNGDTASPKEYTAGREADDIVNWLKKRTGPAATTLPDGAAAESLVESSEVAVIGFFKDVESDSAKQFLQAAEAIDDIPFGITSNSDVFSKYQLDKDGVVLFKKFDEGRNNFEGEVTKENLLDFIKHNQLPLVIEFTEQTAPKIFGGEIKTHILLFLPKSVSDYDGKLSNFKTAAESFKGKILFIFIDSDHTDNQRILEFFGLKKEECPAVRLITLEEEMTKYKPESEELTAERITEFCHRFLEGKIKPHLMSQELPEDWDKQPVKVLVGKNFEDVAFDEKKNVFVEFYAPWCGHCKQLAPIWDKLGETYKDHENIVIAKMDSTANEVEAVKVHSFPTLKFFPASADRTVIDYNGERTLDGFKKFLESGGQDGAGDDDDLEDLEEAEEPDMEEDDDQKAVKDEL
# Glyco luc inh – blocks N-linked glycosylation in D54 reporter cells; D54 ERlucT glycosylation luciferase reporter, 24 h; percent of 100 nM tunicamycin response; reporter increase, % at 12.5 µM; 0.23% of 360,000 active; AID 588692;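 active means mean luciferase reporter signal, scaled so untreated is 0 and the glycosylation-blocking control 100, at or above a set limit in every replicate; inconclusive means mean reaches the limit but not every replicate does; inactive means mean below the limit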;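 further: luciferase carries N-glycosylation sites so blocking glycosylation raises the light; 0% = median of neutral control wells and 100% = median of 100 nM tunicamycin wells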
# MC4R antag cAMP – human MC4R antagonism in cAMP assay; P32245; MC4R-expressing cells, MTII-stimulated cAMP, LANCE TR-FRET; inhibition, % at 6.5 µM; 0.48% of 360,000 active; AID 540295;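 active means inhibition above its plate's cutoff, the mean of tested wells on that plate plus 3 SD, cut at about 29% in these data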;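 further: 0% = Melanotan II alone and 100% = Melanotan II plus saturating MCL0020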
# Target sequence (P32245 whole entry, looked up): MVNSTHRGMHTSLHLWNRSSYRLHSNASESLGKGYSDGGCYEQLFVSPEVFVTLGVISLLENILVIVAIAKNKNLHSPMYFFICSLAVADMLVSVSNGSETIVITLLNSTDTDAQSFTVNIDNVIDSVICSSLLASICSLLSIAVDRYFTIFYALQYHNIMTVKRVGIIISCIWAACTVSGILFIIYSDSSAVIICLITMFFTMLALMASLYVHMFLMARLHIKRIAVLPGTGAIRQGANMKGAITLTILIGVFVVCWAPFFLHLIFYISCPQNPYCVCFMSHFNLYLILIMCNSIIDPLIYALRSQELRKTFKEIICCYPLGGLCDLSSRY
#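 material = U2OS cells stably expressing human melanocortin 4 receptor (MC4R) | also added = Melanotan II challenge | dosing = single nominal compound dose of 6.5 µM | detection = TR-FRET with Eu-cAMP and labeled anti-cAMP, 671 nm | replication = singlicate | timing = compound 30 min, challenge 1 h, detection 1 h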
# MC4R barr agon – agonists of human melanocortin 4 receptor (MC4R) beta-arrestin; U2OS MC4R beta-arrestin complementation, luminescence; percent of melanotan II response, DMSO zero; activation, % at 8.9 µM; 0.98% of 360,000 active; AID 540308;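 active means activation above a per-plate cutoff, the mean activation of sample wells on that plate plus 3 SD, cut at about 8% in these data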
# CaV13 ICDI inh – Disruptors of the CACNA1D IQ motif to Ca2+-dependent inactivation inhibitor domain association, primary screening, Förster resonance energy transfer in intact living …. inhibition, % at 12.3 µM. 0.098% of 340,000 active. HEK cells, CFP/YFP FRET ICDI-IQ, plate reader, 10 min; percent FRET-ratio fall versus neutral wells;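 active means mean replicate inhibition of at least 30% and at least 1% of replicates passing that level; inconclusive means only one of the two criteria is met; inactive means neither criterion is met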;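 further: 0% = median of the neutral control wells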
# ABCB6 inh MLPCN – inhibitors of human ABC transporter ABCB6. fluorescence ratio to DMSO, % at 10 µM. AID 602162. K562-ABCB6 porphyrin accumulation, flow cytometry, 1 h; active compounds read low. Q9NP58. 0.19% of 360,000 active;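 active means fluorescence ratio to DMSO below 75%, the collection mean minus 3 SD; inconclusive means too few cells collected in the well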;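 further: signal is porphyrin accumulated inside mitochondria; 100% equals median channel fluorescence of DMSO control wells; lower ratio means ABCB6 inhibition with less porphyrin fluorescence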
# HTR2A ag – agonists of mouse serotonin 5-HT2A receptor (HTR2A); P35363; CHO-K1 mHTR2A beta-arrestin complementation, luminescence; percent of 30 µM serotonin response; 0.66% of 360,000 active; activation, % at 7.6 µM;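 active means activation above a run cutoff, the mean activation of all tested compounds plus 3 SD, cut at about 14% in these data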;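 further: 0% = plate median of compound wells and 100% = 30 µM serotonin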
# Cardio protect – modulators protecting cardiomyocytes from myocardial damage; H9c2 cardiomyocytes, H2O2 injury protection, ATPLite, 2 h; protection from H2O2 cell death, % at 20 µM; 0.63% of 360,000 active; AID 588492;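 active means compounds giving at least 50% protection of heart cells from peroxide-induced death in the single-dose screen, raw or plate-pattern-corrected value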;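 further: 0% = DMSO wells with peroxide and 100% = DMSO wells without peroxide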
# Vif imaging – blocks HIV Vif function; HEK293T cells, Vif self-association by quenched fluorescence, imaging, 24 h; 0.35% of 340,000 active; inhibition, % at 7.49 µM; AID 602346; in the data active means inhibition above about 50%, passing the limit was not always enough; inconclusive means no clear call, values can overlap the other calls; inactive means below about 31%; further: some results filed as inactive read as strong as hits
# An asterisk follows results filed as active; i = inactive; ? = inconclusive; nt = no result given.
SMILES,aDG glyco act,PDI inh,Glyco luc inh,MC4R antag cAMP,MC4R barr agon,CaV13 ICDI inh,ABCB6 inh MLPCN,HTR2A ag,Cardio protect,Vif imaging
NC(N)=NCCCS(=O)(=O)Nc1ccc(Nc2c3ccccc3nc3cc([N+](=O)[O-])ccc23)cc1,0.4,3,0,2,-1.0,-2,92,-5,0,-9
COc1ccccc1OCc1ccc(C(=O)NC(C)(C)C)o1,1.5,3,-1,1,-1.8,nt,93,0,-6,2
Cc1nnc(SCc2ccc(F)cc2)n1NC/C=C/c1ccccc1,0.9,-8,-2,3,-1.1,nt,nt,-7,-21,-8
COCCn1c(Cc2cccn2C)nnc1SCC(=O)Nc1nccs1,0.0,27,-1,17,1.1,-1,99,0,2,-2
CN(Cc1ccccc1)Cc1nc2c(c(=O)n(C)c(=O)n2C)n1CCCc1ccccc1,-0.1,0,5,7,-0.1,-8,93,-2,23,-4
O=C(Nc1nc2cc3c(cc2s1)OCCO3)c1ccncc1,0.1,-11,-5,6,-2.5,7,93,1,-18,2
COc1cccc(OC)c1C(=O)N1CCN(Cc2ccccc2C(F)(F)F)CC1,-0.2,-13,-5,4,-1.7,-6,99,3,-6,-6
Cc1nn(-c2ccccc2)c(N)c1Sc1ccccc1[N+](=O)[O-],-0.1,-5,2,-8,3.7,-3,46*,2,-7,-1
CC(C)(C)C1CCC(C(=O)OCC(=O)Nc2ccc3[nH]c(=O)[nH]c3c2)CC1 (stereo unspecified),0.1,0,2,-3,3.6,-7,95,2,4,2
CC(C)n1nc(C(=O)Nc2cccc(S(=O)(=O)NCc3ccco3)c2)c2ccccc2c1=O,-0.1,-10,1,4,3.7,-1,101,-1,22,-2
O=C(Cc1ccc(Cl)cc1)Nc1ccc(C(=O)N2CCCCC2)cc1,0.2,7,-2,-1,-2.3,nt,102,-2,-5,-1
COc1cccc(NC(=O)CNC(=O)c2ccc(OC)c(OC)c2)c1,0.0,-9,3,-4,1.1,-6,98,2,0,-5
COc1ccccc1-c1nc(S(=O)(=O)c2ccc(Cl)cc2)c(N(C)C)o1,-0.3,-8,4,20,-1.5,-5,101,-3,-1,53*
CCC(C)(C(=O)Nc1ccc(OC)cc1)N(C)C(=O)Cn1nnnc1N (stereo unspecified),-0.1,8,2,-1,-0.7,-3,104,4,0,-10
CCc1ccc(-c2csc3[n+]2CCN3C(C)=O)cc1,-0.2,10,1,0,-0.4,-9,94,2,-2,9
Cc1ncc(C[n+]2csc(CCOC(=O)CC3C4CC5CC(C4)CC3C5)c2C)c(N)n1 (stereo unspecified),-0.1,1,0,4,-0.9,nt,96,-2,1,8
O=C(NCCN1CCOCC1)c1cc(-c2ccccc2Cl)on1,-0.1,-2,-1,8,0.4,-5,89,-6,5,28
Cc1c(C)c2c(c(C)c1O)CC[C@@](C)(CCC[C@H](C)CCC[C@H](C)CCCC(C)C)O2,0.0,-3,0,9,-0.6,-4,87,-5,4,8
COC(=O)c1ccccc1S(=O)(=O)NCc1nc2nc(C)cc(C)n2n1,0.1,nt,-1,13,1.0,-6,102,-4,10,5
O=S(=O)(NCCCNS(=O)(=O)c1c(F)cccc1F)c1ccc2c(c1)OCCO2,0.0,3,1,7,1.4,-4,102,-2,0,nt
CN1C(=O)OC2(C)CCc3ccccc3C12C (stereo unspecified),-0.2,-3,1,-2,-1.6,-4,99,4,3,3
NS(=O)(=O)c1ccc(CCNC(=O)c2ccc(Cl)cc2[N+](=O)[O-])cc1,-0.2,2,0,-1,-2.5,2,98,-4,-1,2
COc1ccccc1NC(=O)/C=C/c1cc([N+](=O)[O-])ccc1OC(F)F,0.1,-3,1,-2,3.4,-5,96,3,-9,-1
Cc1cc(Br)c(NC(=O)c2c(-c3c(Cl)cccc3Cl)noc2C)c(Br)c1,0.0,13,-4,14,-1.4,-20,87,-2,-3,0
CN(C)S(=O)(=O)c1ccc(N2CCCC2)c(C(=O)NCCc2ccc(F)cc2)c1,0.2,-5,-2,4,-0.2,nt,95,-2,10,-2
COc1ccccc1Cn1c(C)nc2ccccc21,0.1,-10,1,-3,-3.0,-19,97,-2,-6,-9
CCc1ccc2c(CN(CC)Cc3nc4ccccc4c(=O)[nH]3)cc(=O)oc2c1,0.0,-17,0,-18,-0.3,nt,111,1,38,12
O=C(Nc1nccs1)c1ccc[nH]c1=O,0.0,17,-1,-2,-1.2,-4,93,3,4,-4
COc1ccccc1NC1SC(=O)N(c2ccccc2)C1=O (stereo unspecified),0.1,-5,1,8,1.2,-6,99,0,12,3
CCCCCCn1c(=O)n2n(c1=O)C[C@]1(OC(=O)NCC3CCCCC3)CN(S(=O)(=O)c3ccc(C)cc3)C[C@]1(O)C2,0.3,-10,-6,2,1.0,-5,95,6,-21,5
CCCCNS(=O)(=O)c1ccc(NC(=O)C2CCCO2)cc1 (stereo unspecified),-0.2,16,-6,-1,-1.3,-19,99,6,-8,-4
CC(=O)NCCc1ccc(C(=O)COC(=O)c2cccn2C)cc1,0.2,-3,-6,0,0.4,-6,98,-4,-10,-6
CS(=O)(=O)N(CC(=O)Nc1ccccc1-c1ccccc1)c1ccccc1,0.2,-2,-1,4,-3.4,-4,97,-3,-6,4
COc1cccc(CN2CCN(C(=O)c3cc(-c4ccncc4)nc4ccc(C)cc34)CC2)c1,-0.7,5,-3,8,-1.4,-9,100,1,44,-4
COc1cc(NC(=O)C2=C(N3CCOCC3)/C(=C/c3ccc(Cl)cc3)CC2)cc(OC)c1OC,0.7,2,2,29*,0.5,-2,100,-3,0,-5
CC(=O)N(c1c(C)n(C)n(-c2ccccc2)c1=O)C1(C(=O)NC2CCCC2)CCCCC1,0.2,-9,0,5,-0.1,nt,95,0,-1,?
NC(=S)NN=C1CCCCCCCCC1,2.0,-13,0,18,0.6,-4,99,3,1,-5
CCOC(=O)c1ccccc1NC(=O)c1cccs1,0.8,0,1,6,-1.2,-3,96,7,-2,-7
Fc1ccc2nc(N3CCCC3)sc2c1,0.1,-2,-1,9,-1.1,-9,95,-2,-10,5
CSc1nc(C)c(CCOCc2ccccc2)c(=O)[nH]1,0.0,-2,0,1,-2.1,-3,102,-2,-7,10
Cc1nnc(Cc2ccco2)c2n[nH]c(C)c12,0.1,3,5,-3,1.9,-6,98,8,1,3
Clc1ccc(Oc2nc3ccccc3n3cccc23)cc1,-0.1,6,-1,2,7.7,-5,111,-1,-9,nt
O=C(c1cc(-c2ccccc2)nc2ccccc12)N1N=C(C(F)F)CC1(O)C(F)F (stereo unspecified),-0.2,2,1,5,2.3,-8,101,1,-13,6
CCOc1ccccc1NS(=O)(=O)c1csc(C(N)=O)c1,0.0,12,1,6,-0.8,-18,98,-4,1,-8
O=C1C2CCC(C2)C1CN1CCOCC1 (stereo unspecified),13*,8,0,-1,-0.1,-6,97,-3,5,-2
CC(=O)c1cc(CN2CCC(C(=O)Nc3cccc(-c4cscn4)c3)CC2)cs1,-0.2,4,-3,12,0.6,-5,97,-11,7,nt
COc1cccc(-c2ocnc2C(=O)Nc2ccc(N3CCOCC3)cc2N2CCOCC2)c1,0.0,5,-4,25,0.4,-4,98,4,7,2
O=C(c1nc(-c2ccccc2)n(-c2ccccc2)n1)N1CCCCCC1,0.1,10,-1,2,-2.1,-5,95,-3,0,14
Cn1cnnc1SCC(=O)NC1CCCCCC1,-0.2,-6,2,0,2.1,-7,101,2,1,-6
CN(C)c1cc[nH]c(=O)c1C#N,-0.3,4,0,1,-0.7,nt,91,-1,29,nt

# (further entries)
SMILES,aDG glyco act,PDI inh,Glyco luc inh,MC4R antag cAMP,MC4R barr agon,CaV13 ICDI inh,ABCB6 inh MLPCN,HTR2A ag,Cardio protect,Vif imaging
CNc1c(-n2cc(C(=O)OC)c(C(=O)OC)c2C(=O)OC)c(=O)n(C)c(=O)n1C,0.0,-2,3,4,-0.8,-2,102,-4,-1,6
Cc1ccc(NC(=O)CC2C(=O)NCCN2C(=O)c2ccc(F)cc2)cc1 (stereo unspecified),0.4,4,nt,1,-1.2,-5,94,4,4,nt
COc1ccc(CC2CCOC2=O)cc1 (stereo unspecified),-0.2,0,1,2,-1.1,-5,97,0,4,-3
CCN(CC)S(=O)(=O)c1cccc(C(=O)N[C@H](C(=O)NCc2ccccc2F)C(C)C)c1,0.0,-3,1,1,-0.8,-5,100,4,2,-16
CC(C)CC(NC(=O)C1CCCCC1)C(=O)NC(C)c1ccccc1 (stereo unspecified),0.1,10,0,11,-1.4,-15,94,14,11,-2
COc1ccccc1S(=O)(=O)Cc1ccc(C(=O)NCCN(C)C)o1,0.1,nt,9,4,-1.4,-3,105,2,10,2
C[C@@H]1CC=C[C@H]2[C@H]1C(=O)N(Cc1ccccc1)[C@H]2c1ccc2ccccc2c1/C=C/c1ccccc1,-0.4,-6,-7,-11,-0.4,-6,95,6,-8,-3
Cn1c(-c2ccc(F)cc2)cnc1NCc1ccc(C#N)cc1,0.3,14,-1,-4,3.2,-4,95,-3,9,0
Cc1ccc(NC(=O)CN2CCOCC2)c(Br)c1,-0.1,-4,0,4,-2.2,1,87,-1,-2,-7
O=C(CCc1ccccc1)NC1CCSC1=O (stereo unspecified),2.1,-7,2,11,-2.1,-5,98,2,3,-4
N=c1c[n+](N2CCOCC2)[n-]o1,0.6,-9,2,31*,0.4,-6,97,8,5,-3
CC(Oc1cccc(Cl)c1)C(=O)Nc1ccncc1 (stereo unspecified),0.6,8,0,6,0.1,-5,97,-2,-11,-5
CC1CCC(CN2C(Nc3ccccc3)=NC[C@@H]2Cc2ccccc2)CC1 (stereo partly specified),0.3,9,1,8,0.5,-5,107,-5,-8,2
COC(=O)c1cccc(NC2CC(=O)N(c3ccc(OC)c(OC)c3)C2=O)c1 (stereo unspecified),-0.1,6,3,3,0.0,-5,100,0,6,-1
COc1ccc(/C=C2\CCC(C3CCCC3)C2=O)cc1Cn1nc(C)cc1C (stereo unspecified),0.7,-4,-5,7,-0.3,-4,80,0,-5,-7
Cc1nc2sccn2c(=O)c1S(=O)(=O)NCc1ccccc1Cl,10*,-12,1,-6,-0.8,-6,95,0,-4,2
C[C@@H]1CCCCO[C@@H](CN(C)Cc2ccncc2)[C@@H](C)CN([C@H](C)CO)C(=O)c2cc(NC(=O)c3ccccc3)ccc2O1,-0.3,0,2,2,-1.9,-6,100,-2,1,-1
COC(=O)[C@@H](NS(=O)(=O)c1ccc(F)cc1Br)C(C)C,-0.1,-2,2,0,-1.1,-5,i,4,-1,nt
c1ccc(SCc2cn(C[C@H]3CC[C@@H]([C@@H]4CC[C@H](Cn5cc(CSc6ccccc6)nn5)O4)O3)nn2)cc1,0.6,1,-3,2,-1.7,-10,101,0,8,0
